Screening data: PubChem, several laboratories
RmlCD inh 1536 – M. tuberculosis RmlC/RmlD inhibition | RmlC+RmlD coupled enzyme assay, percent inhibition; primary screen in compound mixtures | inhibition, % at 3.6 µM | 160,000 compounds, 0.03% hits | P9WH09+P9WH11 | AID 1533; in the data active = inhibition mostly above about 34%, no sharp cut-off; inconclusive = no clear call, values can overlap the other calls; inactive = mostly below about 22%; also: some results filed as inactive read as strong as hits
Target sequence (P9WH09 whole entry, looked up): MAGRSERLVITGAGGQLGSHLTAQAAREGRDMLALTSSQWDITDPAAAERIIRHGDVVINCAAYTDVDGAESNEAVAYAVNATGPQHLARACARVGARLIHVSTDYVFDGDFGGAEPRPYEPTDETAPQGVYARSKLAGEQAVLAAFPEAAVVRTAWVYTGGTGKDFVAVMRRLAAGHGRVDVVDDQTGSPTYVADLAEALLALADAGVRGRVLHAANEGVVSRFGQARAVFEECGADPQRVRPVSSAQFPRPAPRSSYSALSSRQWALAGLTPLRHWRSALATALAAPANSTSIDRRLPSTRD
Target sequence (P9WH11 whole entry, looked up): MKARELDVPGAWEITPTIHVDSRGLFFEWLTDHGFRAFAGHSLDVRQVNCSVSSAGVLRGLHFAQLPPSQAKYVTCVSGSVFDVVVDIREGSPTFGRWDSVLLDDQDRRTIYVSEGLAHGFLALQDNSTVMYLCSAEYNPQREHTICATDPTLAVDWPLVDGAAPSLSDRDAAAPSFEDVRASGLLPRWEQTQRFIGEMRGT
GlmU inhibition – inhibition of mycobacterial GlmU enzyme – biochemical, glucosamine-1-phosphate acetyltransferase (AID 1376); M. tuberculosis GlmU acetyltransferase enzyme assay; higher % means a stronger effect; inhibition, %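 (tested at 30 µM in the primary screen)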, or IC50 in µM where a hit was titrated; 220,000 compounds, 0.25% hits; in the data active = inhibition above about 13%; inconclusive = no clear call, values can overlap the other calls;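 also: 0% = complete reaction with vehicle and 100% = reaction without substrate; strong numbers were not always called active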
* marks the source's active call; other numbers are inactive results; ? = inconclusive; / = no result given.

SMILES | RmlCD inh 1536 | GlmU inhibition
CC1S/C(=N/N=C2CCCCC2)NC1=O (stereo not given) | -0.6 | 4.4%
c1ccc2sc(-c3ccc4c(c3)OCO4)nc2c1 | 4.7 | ?
CCC(C)NC(=O)c1cc2cc3ccc(OC)cc3nc2s1 (stereo not given) | / | 3.7%
Cc1ccc(-c2c[n+](CC(=O)Nc3nc(-c4ccc(F)cc4)cs3)c3n2CCC3)cc1 | 39.2 | -16.2%
Cn1ccnc1SCCNC(=O)CCc1nnc(CCc2ccccc2)o1 | / | 3.6%
CC(OC(=O)c1ccc(F)cc1)C(=O)Nc1nc(-c2cccc([N+](=O)[O-])c2)cs1 (stereo not given) | -12.8 | -4.1%
O=C1NC(c2ccc(Br)cc2)=N/C1=C/c1ccco1 | 2.2 | -5.1%
CCOC(=O)c1cc(-c2ccc(N3CCOCC3)cc2)nn1-c1ccccc1 | / | -3.2%
O=C(c1ccc(Br)cc1)N1CCCC(c2nc(-c3cccs3)no2)C1 (stereo not given) | -0.1 | -2.9%
COc1ccc(CCn2c(N)c(C#N)c3nc4ccccc4nc32)cc1OC | 4.8 | 1.6%
CCN(CC)CCNC(=O)c1cccc(NC(=O)C(=O)c2cc(Br)ccc2NC(C)=O)c1 | 3.7 | -4.3%
Cc1ccc(NC(=O)CCN2CCc3ccccc3C2)cc1 | / | -7.0%
CCC(=O)N1CCc2cc(S(=O)(=O)CCC(=O)NCCc3ccc(OC)c(OC)c3)ccc21 | 4.5 | 4.5%
CCN(CC)c1ccc(/C=N/NC(=O)OC(C)(C)C)cc1 | 10.3 | 3.0%
O=C(COC(=O)c1cc(=O)[nH]c2ccccc12)Nc1cccc(S(=O)(=O)N2CCOCC2)c1 | -0.3 | -2.5%
CCN(CC)S(=O)(=O)c1cccc(S(=O)(=O)c2cccc(S(=O)(=O)N(CC)CC)c2)c1 | / | 4.0%
O=c1ccn(-c2cccc(C(F)(F)F)c2)nc1-c1ccn(-c2ccccc2)n1 | -46.4 | -0.3%
CCn1c(SCc2ccc(C#N)cc2)nnc1-c1cccc(Cl)c1 | -4.8 | -13.5%
NC(=S)Nc1nc2ccccc2[nH]c1=O | 8.0 | /
Cc1cc(C)c(C(=O)c2ccc(C(=O)NC(C)(C)C)cc2)c(C)c1 | / | -1.1%
O=C(CC1CCCCC1)Nc1c2c(nn1-c1ccc(F)cc1)CS(=O)(=O)C2 | 16.9 | 2.4%
C=CCn1c(SCc2n[nH]c(=S)n2-c2ccccc2)nnc1-c1ccccc1 | -17.6 | 4.3%
CC1CCN(S(=O)(=O)c2ccc3c(c2)CCN3C(=O)CCC(=O)O)CC1 | -5.9 | -3.0%
O=C(Nc1ccc(F)cc1)Nc1nnc(-c2ccccc2)o1 | 37.6 | -1.2%
C=CCn1c(SCCOc2ccccc2)nnc1C(C)NC(=O)c1ccccc1 (stereo not given) | / | 1.7%
O=C(NCc1ccc(F)cc1)c1ccc(CS(=O)(=O)c2ccc(Br)cc2)o1 | -1.0 | 2.6%
O=S(=O)(Nc1ncnc2sc3c(c12)CCC3)c1cc(F)ccc1F | 10.2 | 1.0%
Cc1cc([N+](=O)[O-])nn1CCCC(=O)Nc1sc2c(c1C(N)=O)CCCC2 | 33.5 | 6.4%
CN(c1ccc(C(=O)N2CCCCC2)cc1)S(C)(=O)=O | -1.7 | -2.1%
COc1ccccc1CNC(=O)C(=O)NCC1OCCN1S(=O)(=O)c1cccs1 (stereo not given) | 5.0 | 1.6%
O=C(NC(=S)NC1CCSC1=O)c1ccccc1Cl (stereo not given) | / | -8.7%
CC(C)CC(=O)NC(=S)Nc1ccc(S(=O)(=O)N2CCN(C)CC2)cc1 | -6.7 | 0.7%
CCN(CC)C(=O)CSc1nnc(-c2ccccc2)n1-c1ccccc1 | 2.0 | 2.1%
O=C(COc1ccc(F)cc1)c1ccc2c(c1)CCCC2 | / | -2.8%
CNC(=O)c1c(C)nc(SCC(=O)NCc2ccc(OC)cc2)c(C#N)c1-c1ccco1 | 3.0 | -4.0%
O=S(=O)(c1ccc2c(c1)C(=NO)c1cc(S(=O)(=O)N3CCCCC3)ccc1-2)N1CCCCC1 | / | 6.2%
O=C(CN1C(=O)NC(Cc2c[nH]c3ccccc23)C1=O)Nc1cccc(S(=O)(=O)N2CCCCCC2)c1 (stereo not given) | -0.9 | 0.9%
COCCNCC(=O)NCC12CC3CC(CC(C3)C1)C2 | 5.5 | -0.2%
FCCCOc1ccc(/C=N/OCc2ccc(Cl)cc2)cc1 | 22.2 | -3.9%
C=CCNC(=O)c1ccccc1NS(=O)(=O)c1ccccc1 | / | 0.8%
Cc1nn(C)c(C)c1S(=O)(=O)N(CC(=O)N1CCc2ccccc2C1)c1ccc(C(C)C)cc1 | 3.7 | -3.0%
O=C(Nc1nnc(C2=COCCO2)o1)c1ccc(Cc2ccccc2)cc1 | 12.4 | -4.8%
CCn1c(CC(=O)Nc2ccccc2)nnc1SCc1nc2ccccc2c(=O)[nH]1 | 10.6 | 1.1%
O=C(N/N=C/c1ccc(F)cc1)c1ccc(Br)cc1 | -2.5 | -1.6%
OC(COc1ccc(OCC(O)CN2CCCCCC2)cc1)CN1CCCCCC1 (stereo not given) | 10.1 | -7.7%
COCCCNC(=O)CCc1ccc(S(=O)(=O)Nc2ccc(C)cc2)cc1 | 4.6 | -5.2%
Cc1ccc(Oc2ccc(C=O)cn2)cc1 | 7.2 | 18.4%
Cc1ccnc(NC(=O)c2cccc([N+](=O)[O-])c2C)c1 | -8.1 | 0.4%
Cc1nn(CC2CC2)c(=O)n1-c1ccccc1F | 8.4 | 0.2%
CC(C)COC(=O)NC1c2ccccc2Oc2ccccc21 | 0.7 | 3.0%

(next part)
SMILES | RmlCD inh 1536 | GlmU inhibition
COc1ccc(NC(=O)/C(C#N)=C\c2ccc(OCc3ccc(C(=O)O)cc3)c(OC)c2)cc1 | 4.3 | 0.9%
CCOC(=O)C1CCN(Cc2c(F)cccc2Cl)CC1 | -1.8 | -1.3%
OC(Cn1c2ccccc2c2ccccc21)C[n+]1ccccc1 (stereo not given) | / | 0.9%
Cc1ccc(C(=O)NN2C(=O)C3C4c5ccccc5C(c5ccccc54)C3C2=O)cc1 (stereo not given) | 0.7 | 2.1%
Cc1ccnc2nc(C(=O)OCC(=O)N3CCc4ccccc43)nn12 | 4.3 | 3.4%
O=c1c2ccccc2ncn1C1CCCCC1 | / | -6.1%
O=C(O)C1=C[C@H](C2CC2)C[C@H](OCc2ccc(CO)cc2)O1 | / | -3.2%
Cc1nc2c3ccccc3nc(NNC(=O)CCC(=O)NCCC(C)C)n2n1 | / | 4.7%
COC(=O)c1ccccc1OCC(=O)N1CCN(c2ccc(OC)cc2)CC1 | -16.3 | -6.5%
CC(=O)NC1(C(F)(F)F)C(=O)Nc2c1c(=O)[nH]c(=O)n2CCc1ccccc1 (stereo not given) | -17.8 | 1.9%
C(=N\N1CCN(C2c3ccccc3-c3ccccc32)CC1)/c1cccnc1 | / | 8.5%
S=C1NCN(C2CCCCC2)CN1c1ccccc1 | -8.4 | 0.5%
Brc1ccc(C2=CC(c3cccs3)n3ncnc3N2)cc1 (stereo not given) | / | 3.1%
c1ccc(CCc2nn3c(C4COc5ccccc5O4)nnc3s2)cc1 (stereo not given) | / | 3.0%
CN1CCc2c(n(CC(O)CN(CCO)CCO)c3ccccc23)C1=O (stereo not given) | / | -3.0%
CC(=O)N(c1ccc(C)cc1)S(=O)(=O)c1ccc(Cl)cc1 | 10.3 | -5.7%
CCCCCCn1c(O)c(C=NCCN2CCCCC2)c(=O)[nH]c1=O | -10.8 | 4.9%
COCCCn1c(SCc2nnc(-c3ccc(OC)c(OC)c3)o2)nnc1-c1ccncc1 | / | -3.0%
COc1ccc([C@@H]2[C@@H](C(=O)C(C)(C)C)N3N=Cc4ccccc4[C@@H]3C23C(=O)OC(C)(C)OC3=O)cc1OC | / | -2.6%
CN1CCCCCC1C(=O)N1CCC(N2CCC(C(=O)N3CCOCC3)CC2)CC1 (stereo not given) | / | -0.8%
Cn1c(SCC(=O)N2CCCc3ccccc32)nnc1-c1ccco1 | 3.4 | /
CC(C)n1c(NCc2nc3ccccc3n2C)nc2ccccc21 | / | 1.7%
C=CCNC(=O)COC(=O)c1cc(S(=O)(=O)N2CCCCC2)ccc1Cl | / | -3.5%
COc1ccc(/C(C)=N/NC(=O)CCC(=O)Nc2ccc(Cl)cc2Cl)c(OC)c1 | -12.2 | 4.2%
O=C(/C=C/c1ccco1)NCCCN1CCN(CCCNC(=O)/C=C/c2ccco2)CC1 | 5.0 | -6.9%
COCCn1cnc2c1c(=O)n(CC(=O)OCC#N)c(=O)n2Cc1ccccc1 | -6.0 | 2.2%
[O-]/C(=C(\C(=S)Nc1cccc2ccccc12)[n+]1cccc(CO)c1)c1ccc(Cl)s1 | 0.5 | 2.0%
O=c1oc2cc([N+](=O)[O-])ccc2nc1/C=C(O)/C=C/c1ccccc1 | 4.0 | 0.2%
O=C(CCC(=O)OCc1ccc([N+](=O)[O-])cc1)Nc1ccc(F)cc1 | -12.1 | -7.2%
CC(C)c1ccc(N2C=Nc3ccc(C(C)C)cc3C2)cc1 | 16.4 | -2.8%
OC(CNCCCCNCC(O)C(F)(F)F)C(F)(F)F (stereo not given) | -7.1 | -4.6%
CC(=O)NC(Cc1ccc(N(CCCl)CCCl)cc1)C(=O)NC(CC(C)C)C(=O)O (stereo not given) | -0.8 | 2.9%
c1ccc2nc(N3CCN(Cc4ccc5c(c4)OCO5)CC3)cnc2c1 | 4.2 | -2.0%
CC(NC(=O)Cc1c(F)cccc1Cl)C1CCCO1 (stereo not given) | / | -1.0%
Cc1nn(-c2ccccc2)c(C)c1/C=C/C(=O)OC(C)C(=O)Nc1ncc(Cl)cc1Cl (stereo not given) | 6.6 | -2.7%
COc1ccccc1OCCn1cc(/C=C(\C#N)C(=O)NCc2cccs2)c2ccccc21 | / | 0.3%
COC(=O)c1ccccc1NC(=O)Cn1cnc2c(cnn2-c2ccccc2)c1=O | / | -5.1%
CCCN1C(=O)c2cc(C(=O)Nc3ccccc3CC)ccc2C1O (stereo not given) | / | 2.1%
COCc1nnc(NC(=O)c2ccc(Cl)cc2[N+](=O)[O-])s1 | -7.1 | -1.0%
CCOc1cc(C(=S)N2CCCCC2)ccc1OS(=O)(=O)c1ccc(Cl)cc1 | / | 3.3%
Cc1sc(NC(=O)c2cccc([N+](=O)[O-])c2)c(C(N)=O)c1-c1ccc(C(C)(C)C)cc1 | 2.6 | 0.8%
O=C(Cn1cnc2ccccc21)c1ccc(Br)cc1 | -4.1 | -8.6%
Cc1cccc2c1NC(C)CC2C (stereo not given) | -4.6 | -2.0%
Cc1cc(NC(=O)CSc2nnc(-c3ccco3)n2CC2CCCO2)no1 (stereo not given) | / | 0.4%
N#CC(C#N)=C/C=C(\Nc1ccc(Cl)cc1)c1ccc(Cl)cc1 | 2.0 | -0.2%
O=S(=O)(/N=C(/NNS(=O)(=O)c1ccccc1)c1ccccc1)c1ccccc1 | -5.7 | 7.2%
Cc1ccc(Cl)cc1NC(=S)N(Cc1ccccc1)Cc1cccnc1 | 7.1 | -3.4%
CC1(C)Cc2cccc(C(=O)Nc3ccc(Cl)cc3)c2O1 | -7.7 | -1.5%
CCOc1ccc(/C=C/C(O)=C2/C(=O)N(C)C3(C)CC2c2ccccc2O3)cc1OC (stereo not given) | -4.5 | 1.4%
CCOC(=O)N1CCN(C(=O)CSCC(=O)Nc2nc(-c3ccc(-c4ccccc4)cc3)cs2)CC1 | 8.6 | -0.8%

Additional results
SMILES | RmlCD inh 1536 | GlmU inhibition
Cc1cc(C)n2nc(C(=O)NCc3ccco3)cc2n1 | 14.7 | -0.4%
O=C(CCC(=O)Nc1ccccc1)N/N=C/c1ccco1 | / | -3.8%
COc1cccc(NC(=O)CSc2c3c(nc4ccccc24)CCCC3)c1 | 3.3 | 4.7%
CCCCNC(=O)/C(C#N)=C/c1ccc(C(=O)OC)cc1 | -7.0 | 1.1%
NC(=O)Cc1ccc(C(=O)c2ccc(F)cc2)s1 | 7.0 | -0.2%
COC(=O)c1sc(C(F)(F)F)c(-c2ccccc2)c1S(=O)(=O)N1CCCC1 | / | -5.8%
Cc1ccc(NC(=O)CN2C(=O)S/C(=C\C(=O)Nc3ccc(Cl)cc3)C2=O)cc1 | 6.9 | -4.5%
Cc1cccc2sc(NC(=O)[C@@H]3CCCN3C(=O)c3cccs3)nc12 | -2.4 | -2.5%
CN(C)S(=O)(=O)c1cccc(NC(=S)Nc2ccc3cn[nH]c3c2)c1 | -5.5 | -1.2%

Fetched by structure from the list above:
SMILES | RmlCD inh 1536 | GlmU inhibition
NC(=O)Cc1ccc(C(=O)c2ccc(F)cc2)s1 | 7.0 | -0.2%
Cc1ccc(NC(=O)CN2C(=O)S/C(=C\C(=O)Nc3ccc(Cl)cc3)C2=O)cc1 | 6.9 | -4.5%
Cc1cccc2sc(NC(=O)[C@@H]3CCCN3C(=O)c3cccs3)nc12 | -2.4 | -2.5%
O=C(CCC(=O)Nc1ccccc1)N/N=C/c1ccco1 | / | -3.8%
Cc1cc(C)n2nc(C(=O)NCc3ccco3)cc2n1 | 14.7 | -0.4%

The list is partial; the hit share may differ from the screen's.
